Assay outcomes deposited in PubChem BioAssay by National Center for Advancing Translational Sciences (NCATS).
rTrxR1 inhibitor – blocks rat thioredoxin reductase 1. O89049. recombinant rTrxR1, NADPH fluorescence consumption, selenite substrate. AID 588453. 1% of 390,000 active. Potency, µM (titrated, usually from 114 µM), for the others: at the top dose activity change, negative = inhibition, usual class: inhibitors; further: on the % scale 0 is the no-effect control and ±100 the full control effect; nearly all actives have a fitted effect of over 65% in size
Target sequence (O89049 whole entry, looked up): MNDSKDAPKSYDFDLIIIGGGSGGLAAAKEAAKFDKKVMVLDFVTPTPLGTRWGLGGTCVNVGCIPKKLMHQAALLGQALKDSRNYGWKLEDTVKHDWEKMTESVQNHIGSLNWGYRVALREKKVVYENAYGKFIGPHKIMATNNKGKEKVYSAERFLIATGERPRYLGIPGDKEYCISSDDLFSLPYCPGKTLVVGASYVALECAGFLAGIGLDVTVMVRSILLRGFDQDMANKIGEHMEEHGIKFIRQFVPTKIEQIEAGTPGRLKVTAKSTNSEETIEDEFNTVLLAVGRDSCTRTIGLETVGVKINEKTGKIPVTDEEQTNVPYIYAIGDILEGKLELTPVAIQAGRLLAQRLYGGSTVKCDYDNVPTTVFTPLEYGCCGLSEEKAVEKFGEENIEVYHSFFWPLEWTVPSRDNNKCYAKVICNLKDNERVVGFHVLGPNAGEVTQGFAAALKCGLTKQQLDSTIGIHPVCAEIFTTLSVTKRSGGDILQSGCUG
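Rat TrxR1 (90 nM in the dispensed reagent) was pre-reduced with 400 uM NADPH for 5 min at room temperature, then incubated with compound for 15 min. After 400 uM selenite was added, NADPH fluorescence (Ex 340/Em 450 nm) was followed for 8 min.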
Vif-A3G inh – blocks the Vif interaction with human APOBEC3G; HeLa A3G-eYFP + Vif (tagged APOBEC3G with the HIV-1 protein that degrades it), YFP fluorescence, overnight; Potency, µM (series often up to 46.1 µM), inactives show at the highest dose activity, negative = active, most hits filed as inhibitors; 0.076% of 410,000 active;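 further: on the % scale 0 is the no-effect control and ±100 the full control effect; nearly all actives have a fitted effect of over 60% in size; hits raise eYFP signal because A3G escapes Vif-driven loss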
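HeLa cells stably expressing Vif and C-terminally eYFP-tagged A3G, seeded overnight at 37 deg C, then exposed to compound by pintool overnight at 37 deg C. Rise in yellow fluorescence (Ex 488/Em 500-530, Acumen) marks blocked Vif-driven A3G degradation.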
Vif-A3F inh – Vif-A3F binding inhibition | HeLa A3F-eYFP + Vif (tagged APOBEC3F with the HIV-1 protein that degrades it), YFP fluorescence increase | Potency, µM (highest dose often 46.1 µM), without a hit: top-dose activity, negative = active | 0.2% of 390,000 active | AID 602313; further: % of control where 0% means no effect; nearly all actives have a fitted effect of over 65% in size
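HeLa cells stably expressing Vif plus C-terminally eYFP-tagged A3F were seeded, incubated overnight at 37 deg C, dosed with compound, incubated overnight again at 37 deg C. Yellow fluorescence (Ex 488/Em 500-530) reported blocked Vif-mediated A3F-eYFP degradation.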
12-LOX inh – blocks human arachidonate 12S-lipoxygenase | AID 1671190 | purified 12hLO, xylenol orange hydroperoxide absorbance | 1.1% of 580,000 active | P18054 | Potency, µM (series often up to 108 µM), inactives show at the highest dose activity change, negative = inhibition, most hits filed as inhibitors; further: on the % scale 0 is the no-effect control and ±100 the full control effect
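Hydroperoxide product was detected by ferrous iron/xylenol orange as the 573 to 405 nm absorbance ratio. Arachidonic acid at 40 uM (final) was turned over for 30 min at room temperature by 150 nM human 12hLO, pH 7.0 Hepes buffer, after 15 min compound preincubation.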
RXFP1 agonist – activates the human relaxin receptor RXFP1; HEK293T-RXFP1 cAMP TR-FRET, 30 min; response scale: percent of porcine relaxin response, buffer zero; Potency, µM (highest dose often 57.5 µM), without a hit: at the highest dose activation, hits mostly activators; 0.3% of 370,000 active; AID 2676; further: on the % scale 0 is the no-effect control and ±100 the full control effect; nearly all actives have a fitted effect of over 60% in size; many of its hits are not listed in these tables
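cAMP rise read by TR-FRET after 30 min, 37C compound exposure (up to 58 uM) in RXFP1-transfected HEK293 cells with Ro 20174 present. EC50 from Hill-equation fits, with 29 nM porcine relaxin as 100% and buffer as basal.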
mIDH1 inhibitor – human IDH1 R132H inhibition | O75874 | IDH1-R132H enzyme, NADPH consumption, diaphorase/resazurin fluorescence | Potency, µM (doses to about 76.6 µM), inactives show top-dose activity change, negative = inhibition, actives largely listed as inhibitors | 0.093% of 390,000 active | AID 602179; further: on the % scale 0 is the no-effect control and ±100 the full control effect; nearly all actives have a fitted effect of over 65% in size
Target sequence (O75874 whole entry R132H, stated change not applied): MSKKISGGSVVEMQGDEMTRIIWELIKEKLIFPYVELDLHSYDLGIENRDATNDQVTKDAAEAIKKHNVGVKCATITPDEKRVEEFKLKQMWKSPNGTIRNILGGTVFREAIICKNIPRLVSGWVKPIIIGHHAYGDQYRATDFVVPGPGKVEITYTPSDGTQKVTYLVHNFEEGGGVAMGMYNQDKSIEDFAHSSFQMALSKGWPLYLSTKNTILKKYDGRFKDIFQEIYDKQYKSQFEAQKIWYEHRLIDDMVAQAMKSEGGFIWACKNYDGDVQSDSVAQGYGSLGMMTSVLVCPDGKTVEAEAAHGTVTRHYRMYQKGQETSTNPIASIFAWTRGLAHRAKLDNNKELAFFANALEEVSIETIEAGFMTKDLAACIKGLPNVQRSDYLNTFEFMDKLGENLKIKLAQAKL
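IDH1-R132H (0.5 ug/mL dispensed) in pH 7.5 Tris buffer was preincubated 30 min with compound, then given a substrate mix of 0.016 mM NADPH and 2 mM alpha-KG for 80 min at room temperature; remaining NADPH was read by diaphorase/resazurin fluorescence.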
RGS4 inh – human RGS4 inhibition. P49798. Transcreener GDP fluorescence polarization, RGS4-accelerated GTP hydrolysis. Potency, µM (highest dose often 114 µM), for inactives: at the top dose activity change, negative = inhibition, usual class: inhibitors. 0.039% of 390,000 active; further: on the % scale 0 is the no-effect control and ±100 the full control effect; nearly all actives have a fitted effect of over 75% in size; some results filed as inactive show a strong effect at the top dose
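MLSMR compounds (23 nl, pin-transferred) preincubated 10 min at room temperature with a 500nM (2x) first reagent, then RGS4 at 900nM (2x) plus Transcreener GDP mix added; fluorescence polarization (620/688 nm) read before and after 90 min at 30 °C.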
TrxR1 substrate – rat thioredoxin reductase 1 substrate activity; purified TrxR1 substrate turnover, NADPH consumption readout; O89049; 0.01% of 390,000 active; Potency, µM (highest dose often 114 µM), inactives show at the top dose activity change, negative = substrate turnover; further: on the % scale 0 is the no-effect control and ±100 the full control effect; nearly all actives have a fitted effect of over 50% in size
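Rat TrxR1, dispensed at 90 nM, was prereduced with 400 uM NADPH (final) for 5 min at ~22 deg C, then incubated with compound 15 min before 400 uM selenite. A first-read NADPH fluorescence drop versus no-compound background flagged substrates.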
USP1-UAF1 inh – blocks the human USP1/UAF1 deubiquitinase complex; recombinant USP1/UAF1, Ub-Rhodamine cleavage fluorescence; 0.23% of 390,000 active; AID 743255; Potency, µM (highest dose often 57.1 µM), inactives show at the top dose activity change, negative = inhibition, hits mostly inhibitors; O94782; further: on the % scale 0 is the no-effect control and ±100 the full control effect; nearly all actives have a fitted effect of over 60% in size; inactives centre near -12
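1 nM enzyme complex + cpd, 15 min RT; start with Ub-Rho 150nM final; kinetic fluorescence ex 480/em 540, 6 reads q60 s. Buffer 50mM HEPES pH 7.8, 0.5mM EDTA, 0.1 mg/ml BSA, 1mM TCEP, 0.01% Tween-20.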
Starred values were filed as active, the others as inactive; ? = inconclusive; nt = not tested or not shown; [ ] = remark or other dose. The call rests on the fitted dose curve; in most records, active means well fitted curve in the direction sought with a large enough effect; inconclusive means small, poorly fitted or top-dose-only effect, or another doubt; inactive means no such curve, though single readings can be large; an effect the other way counts as inactive or inconclusive. Potency means the concentration at half of the fitted maximal effect. Some of the compounds tested; count on the stated rates, not on these rows.

SMILES	rTrxR1 inhibitor	Vif-A3G inh	Vif-A3F inh	12-LOX inh	RXFP1 agonist	mIDH1 inhibitor	RGS4 inh	TrxR1 substrate	USP1-UAF1 inh
O=C(NCc1ccco1)c1ccc(Cl)c(S(=O)(=O)N2CCc3ccccc32)c1	-14%	1%	3%	-15%	-1.0%	5%	-29%	-13%	-8%
CCc1nc(Nc2ccc3c(c2)OCO3)c2oc3ccccc3c2n1	3%	-7%	0%	-3%	2.5%	4%	?	5%	-2%
CCCS(=O)(=O)c1nc(S(=O)(=O)c2ccc(C)cc2)c(NCCCN(C)C)s1	2%	3%	-10%	-6%	13%	13%	2%	-6%	-24%
C=CCN1c2ccccc2C(=O)C(C)S1(=O)=O (stereo not given)	-7%	-7%	-5%	-18%	nt	-2%	0%	-1%	-18%
CCN(C(=O)Cn1nc(C(=O)O)c2ccccc2c1=O)C1CCCCC1	16%[11.4 µM]	1%	-10%	-2%	-2.9%	4%	7%	9%[11.4 µM]	-1%
O=C(NCc1cccnc1)C1CCN(S(=O)(=O)c2cccc(C(F)(F)F)c2)CC1	38%[activator]	1%	4%	-9%	1.0%	3%	6%	7%	-17%
O=C(CN1C(=O)CCS(=O)(=O)c2ccccc21)Nc1cccc(Cl)c1	12%[57.1 µM]	2%	1%	22%	-0.3%	4%	-12%	11%[57.1 µM]	-13%
O=C(NCC1CCCO1)c1ccc2c(=O)n(Cc3cccc(Br)c3)c(=S)[nH]c2c1 (stereo not given)	14%[57.1 µM]	2%	-13%	-11%	1.0%	-3%	-18%	-7%	-14%
O=C1C2C3C=CC(C3=C(c3ccccc3)c3ccccc3)C2C(=O)N1CCO (stereo not given)	7%	0%	0%	0%	2.3%	1%	4%	-5%	-6%
O=C(Nc1nc(-c2ccc(-c3ccccc3)cc2)cs1)C1CCCO1 (stereo not given)	-9%	3%	7%	0%	0.1%	1%	16%	-7%	-14%
CN(C)c1ccc(C(CNC(=O)Cc2ccc(Cl)cc2)N2CCOCC2)cc1 (stereo not given)	6%[57.1 µM]	4%	-1%	-17%	0.2%	3%	16%	2%[57.1 µM]	-11%
COc1ccc(CNC(=O)Cn2c(=O)nc(-c3ccccc3F)c3cc(Cl)ccc32)cc1OC	8%[57.1 µM]	10%	-9%	-27%	2.0%	-13%	26%	-2%[57.1 µM]	-10%
CC(C)Cn1nnc2c(=O)oc3ccccc3c21	-5%	-17%	2%	10%	-2.1%	1%	27%	-6%	-18%
CCOC(=O)C1(Cc2ccccc2)CCN(Cc2ccon2)CC1	-33%	3%	-3%	-9%	-1.4%	0%	18%	-18%	-3%
CNC(=O)Cn1nc(C)c2ccccc2c1=O	19%	0%	2%	0%	1.1%	2%	-15%	3%	-2%
COc1cccc(NC(=O)CCSc2ccc3ccccc3n2)c1	-12%	-6%	-1%	2%	6.7%	2%	-15%	-6%	-24%
N#Cc1ccccc1S(=O)c1ccccc1C(=O)Nc1ccccc1 (stereo not given)	5%[57.1 µM]	2%	5%	9%	-1.3%	5%	9%	0%[57.1 µM]	0%
COc1ccc(C(C#N)N2N=C(C)CC2(C)C)cc1OC (stereo not given)	40µM*	2%	-2%	18%	-2.1%	0%	-5%[11.4 µM]	0%	4%
O=C(CSc1ncc(-c2ccc(F)cc2)[nH]1)NCc1ccco1	-7%	0%	0%	-3%	1.1%	4%	-20%	-3%[57.1 µM]	5%
Cc1ccc(S(=O)(=O)N2CCN(c3ccc(S(=O)(=O)N4CCOCC4)cn3)CC2)cc1	9%[57.1 µM]	0%	1%	0%	0.2%	-1%	18%	-8%	1%
Cc1nn2c(nc(N3CCOCC3)c3ccccc32)c1C=C(C#N)C#N	10%	2%	-13%	-3%	5.4%	-2%	-3%	-3%	-11%
COc1ccc(CCNC(=O)CCn2c(=O)[nH]c3cc(OC)c(OC)cc3c2=O)cc1OC	-3%	-1%	-9%	17%	0.2%	4%	4%	-2%	-20%
CCN1CCN(C(=O)C(N)Cc2ccccc2)CC1 (stereo not given)	-10%	-1%	1%	6%	1.2%	1%	-7%	-3%	-18%
CC(C)c1cc(C(=O)N/N=C/c2ccoc2)c(O)c(C(C)C)c1	22%	-1%	1%	10%	8.2%	-14%	30%	-2%	-11%
Cc1noc(NS(=O)(=O)c2ccc(NC(=O)c3ccc(F)cc3)cc2)c1C	2%	0%	-6%	?	nt	-3%	23%	-5%	-12%
CC1CC(C)CN(C(=O)CSc2nnc(-c3ccc(Cl)s3)o2)C1 (stereo not given)	10%[57.1 µM]	1%	1%	56%[activator]	-0.7%	13%	-22%	4%[57.1 µM]	-11%
O=C(CSc1nc(C2CC2)nc2ccccc12)Nc1ccccc1	17%	-3%	-14%	-3%	2.0%	-1%	8%	-1%	0%
CCN(CC(=O)Nc1ccc(NC(C)=O)cc1)C(=O)c1cc(-c2ccccc2Cl)nc2ccccc12	7%	-15%	-25%	-18%	nt	15%	-13%	-2%	-12%
CCOC(=O)COc1ccc(C2CC(C)=NN2c2ccccc2)cc1 (stereo not given)	-12%	2%	11%	-29%	1.1%	7%	-28%	-3%	-18%
Cc1cccc(C)c1NC(=O)C1(C)c2cccc[n+]2CC(=O)N1Cc1cccs1 (stereo not given)	-3%	-8%	-7%	?	1.3%	-9%	-40%	-4%	-6%
Nc1nc(SCc2nnc(SCC(=O)O)n2-c2ccccc2)nc2sc3c(c12)CCCC3	1%	1%	?	-8%	-0.1%	0%	14%	-1%	-4%
Cc1cc(C)n(-c2ccc(C(=O)Nc3ccc(S(=O)(=O)N(C)C)cc3)cc2)n1	-8%	0%	-4%	4%	-0.3%	6%	-17%	-7%	-17%
CCOc1ccc(NC(=O)CN(C)C(=O)c2cc([N+](=O)[O-])ccc2Sc2ccccc2)cc1OCC	6%	0%	8%	-5%	nt	10%	-7%	-4%	-13%
O=c1[nH]cnc2c1oc1ccccc12	2%[57.1 µM]	0%	6%	0%	1.5%	5%	-9%	22%[57.1 µM]	-13%
Cc1noc(NS(=O)(=O)c2ccc(NC(=O)COc3ccccc3Br)cc2)c1C	12%	0%	-1%	2%	26%	-31%	-11%	6%	-22%
O=C(Nc1cccc(Cl)c1)NC1CC2CCC(C1)N2Cc1cccs1 (stereo not given)	7%	-3%	-7%	-20%	0.9%	12%	-25%	-2%	-17%
O=C(Nc1ccccc1OC(F)F)C1CCCN1C(=O)c1cccs1 (stereo not given)	12%	-3%	1%	-23%	4.3%	0%	0%	10%[0.0914 µM]	-16%
O=C(CN1C(=O)CCc2cc(S(=O)(=O)N3CCCCC3)ccc21)NCc1ccc(Cl)cc1	6%[57.1 µM]	3%	-1%	-10%	3.3%	4%	-7%	0%[57.1 µM]	-11%

Structural class: the entries above with a Cl atom
SMILES	rTrxR1 inhibitor	Vif-A3G inh	Vif-A3F inh	12-LOX inh	RXFP1 agonist	mIDH1 inhibitor	RGS4 inh	TrxR1 substrate	USP1-UAF1 inh
O=C(NCc1ccco1)c1ccc(Cl)c(S(=O)(=O)N2CCc3ccccc32)c1	-14%	1%	3%	-15%	-1.0%	5%	-29%	-13%	-8%
O=C(CN1C(=O)CCS(=O)(=O)c2ccccc21)Nc1cccc(Cl)c1	12%[57.1 µM]	2%	1%	22%	-0.3%	4%	-12%	11%[57.1 µM]	-13%
CN(C)c1ccc(C(CNC(=O)Cc2ccc(Cl)cc2)N2CCOCC2)cc1 (stereo not given)	6%[57.1 µM]	4%	-1%	-17%	0.2%	3%	16%	2%[57.1 µM]	-11%
COc1ccc(CNC(=O)Cn2c(=O)nc(-c3ccccc3F)c3cc(Cl)ccc32)cc1OC	8%[57.1 µM]	10%	-9%	-27%	2.0%	-13%	26%	-2%[57.1 µM]	-10%
CC1CC(C)CN(C(=O)CSc2nnc(-c3ccc(Cl)s3)o2)C1 (stereo not given)	10%[57.1 µM]	1%	1%	56%[activator]	-0.7%	13%	-22%	4%[57.1 µM]	-11%
CCN(CC(=O)Nc1ccc(NC(C)=O)cc1)C(=O)c1cc(-c2ccccc2Cl)nc2ccccc12	7%	-15%	-25%	-18%	nt	15%	-13%	-2%	-12%
O=C(Nc1cccc(Cl)c1)NC1CC2CCC(C1)N2Cc1cccs1 (stereo not given)	7%	-3%	-7%	-20%	0.9%	12%	-25%	-2%	-17%
O=C(CN1C(=O)CCc2cc(S(=O)(=O)N3CCCCC3)ccc21)NCc1ccc(Cl)cc1	6%[57.1 µM]	3%	-1%	-10%	3.3%	4%	-7%	0%[57.1 µM]	-11%
